Screening results (PubChem BioAssay)
NPYLR7 ag = activates Aedes aegypti NPYLR7 receptor; HEK293T NPYLR7/Galpha15, GCaMP6s calcium fluorescence; activation, % at 10 µM; 270,000 compounds, 0.15% hits; AID 1259423; in the data active = activation above about 40%;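 note: 0% = vehicle and 100% = reference agonist at the receptor; some compounds past the cut are filed as inactive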
mcGAS inh = inhibitors of mouse cGAS. Q8C6L5. recombinant cGAS, Kinase-Glo ATP depletion luminescence. inhibition, % at 12.5 µM. 160,000 compounds, 0.15% hits;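 note: 0% = negative control wells and 100% = reference inhibitor with no enzyme activity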
hcGAS lum = human cGAS inhibition; Q8N884; recombinant h-cGAS, ATP depletion, Kinase-Glo luminescence; inhibition, % at 12.5 µM; 290,000 compounds, 0.081% hits;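 note: 0% = vehicle reaction and 100% = reaction without DNA for no activity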
Target sequence (Q8N884 whole entry, looked up): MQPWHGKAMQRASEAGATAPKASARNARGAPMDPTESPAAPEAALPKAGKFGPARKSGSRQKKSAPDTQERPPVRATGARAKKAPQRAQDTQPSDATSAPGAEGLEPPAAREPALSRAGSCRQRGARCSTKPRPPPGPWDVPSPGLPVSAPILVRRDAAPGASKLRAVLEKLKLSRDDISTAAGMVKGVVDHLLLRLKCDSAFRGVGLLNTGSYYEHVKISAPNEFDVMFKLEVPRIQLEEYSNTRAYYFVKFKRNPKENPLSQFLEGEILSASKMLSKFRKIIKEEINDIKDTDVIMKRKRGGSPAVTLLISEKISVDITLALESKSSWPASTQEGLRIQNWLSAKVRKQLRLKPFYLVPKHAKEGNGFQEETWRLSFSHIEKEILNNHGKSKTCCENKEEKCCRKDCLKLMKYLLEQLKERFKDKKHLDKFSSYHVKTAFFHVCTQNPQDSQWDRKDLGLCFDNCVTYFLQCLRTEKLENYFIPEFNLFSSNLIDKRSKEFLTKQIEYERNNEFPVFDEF
Numbers without * were called inactive; . = not tested or not shown; & = joins results of further samples. Cut-off read from the data, not from the text of the source, unless noted: active = inhibition above about 40%; inactive = the rest.

entry	compound	NPYLR7 ag	mcGAS inh	hcGAS lum
1	COc1cc(-c2c(C#N)c(N)n3c(nc4ccccc43)c2C#N)ccc1OCc1ccccc1F	-12	-5	0
2	COC(=O)Cn1nc([N+](=O)[O-])n(CC(=O)OC)c1=O	-3	.	-6
3	CCCn1c(SCc2nc3ccccc3[nH]2)nc2ccccc21	-18	-2	-1
4	Cc1cc(NC(=O)C2CCN(C(=O)c3csc(-c4cnn(C)c4)n3)CC2)no1	-2	.	-1
5	O=C(CSc1nc(=O)n2ccccc2n1)N1CCN(c2ccccc2)CC1	3	0	0
6	COc1ccc2[nH]c3c(c2c1)CCN(C(=O)c1c(F)cc(F)cc1F)C3c1ccc(COC(C)=O)o1 (stereo unspecified)	13	-9	-19
7	COc1cccc2cc(C(=O)OCC(=O)c3ccccc3)c(=O)oc12	6	.	-4
8	CC1CN(c2nc(Cc3ccccc3)ns2)CCN1C(=O)c1ccc([N+](=O)[O-])cc1 (stereo unspecified)	-2	-7	-18
9	CCOc1ccc(C(=O)Nc2cc(-c3nc4cc(Cl)ccc4o3)ccc2C)cc1	-3	-6	-4
10	O=[N+]([O-])c1ccc(/C=N\NC2=NS(=O)(=O)c3ccccc32)cc1	-15	-8	-6
11	N=c1sccn1CC(=O)N1N=C(c2ccc3ccccc3c2)CC1c1ccccc1 (stereo unspecified)	-6	-9	0
12	CC1CCN(C(=O)Cn2cc(SCC(=O)Nc3ccccc3)c3ccccc32)CC1	-5	-3	-4
13	CCCCc1nc2cc(C(=O)NC(C)c3cnn(C)c3)ccc2o1 (stereo unspecified)	16	-10	-4
14	CCCc1nc2ccc(NC(=O)c3ccc(OC)cc3)cn2n1	-3	-3	-1
15	CCS(=O)(=O)Oc1cccc(CN(Cc2ccco2)C(=O)Nc2ccccc2C(F)(F)F)c1	5	-4	3
16	O=S(=O)(c1ccccc1)N1CCN(Cc2nc(-c3ccc(F)cc3)no2)CC1	20	.	-6
17	COc1ccc(NC(=O)c2ccc(CSc3nnc(-c4ccco4)n3-c3cccc(Cl)c3)cc2)cc1OC	13	-4	-4
18	O=C(Nc1ccc2[nH]cc(CCN3CCN(c4cccc(C(F)(F)F)c4)CC3)c2c1)C(F)(F)C(F)F	3	-5	-7
19	CC(=O)NCCNC(=O)C1(C)CCN1Cc1ccc(OC(C)C)cc1 (stereo unspecified)	7	.	-10
20	O=C(Cc1ccc2c(c1)CCC2)NC1CCN(Cc2ccccc2)C1=O (stereo unspecified)	-1	.	-11
21	OCCNCCCOc1cccc(Cl)c1Cl	-7	.	-6
22	COc1ccc(C2c3sc(=O)[nH]c3SCC2C=NNC(N)=S)cc1 (stereo unspecified)	13	.	-6
23	CCCCn1cc(C(=O)c2cc(C)ccc2O)cc(C#N)c1=O	0	.	-9
24	O=C(CCN(CCc1ccccc1)c1nc(-c2ccccc2Cl)nc2cc(Cl)ccc12)NCc1ccco1	.	-3	1

Full records, looked up by structure.
O=C(Nc1ccc2[nH]cc(CCN3CCN(c4cccc(C(F)(F)F)c4)CC3)c2c1)C(F)(F)C(F)F across the screens: NPYLR7 ag: 3; mcGAS inh: -5; hcGAS lum: -7
O=C(CCN(CCc1ccccc1)c1nc(-c2ccccc2Cl)nc2cc(Cl)ccc12)NCc1ccco1 across the screens: NPYLR7 ag: .; mcGAS inh: -3; hcGAS lum: 1

More records follow:
entry	compound	NPYLR7 ag	mcGAS inh	hcGAS lum
25	Cc1cncc(C(=O)N2CCCC(O)(CN(C)C)CC2)c1 (stereo unspecified)	8	.	-4
26	O=c1sc2c(n1CN1CCN(Cc3cccc4ccccc34)CC1)CCCC2	12	.	-2
27	CCCCN(Cc1cccn1Cc1ccc(Br)cc1)C(=O)CN(CCCC)S(=O)(=O)/C=C/c1ccccc1	.	-6	-10
28	O=C1OC(CNS(=O)(=O)c2ccccc2Cl)CN1c1ccc(Cl)c(Cl)c1 (stereo unspecified)	3	.	-4
29	Cc1ccc2c(c1)N(Cc1cccc(F)c1)C(=O)C(C)O2 (stereo unspecified)	1	2	7
30	COCCN(Cc1cccc(OC)c1OC)CC(O)COc1ccccc1C (stereo unspecified)	-4	-1	-1
31	CCCc1cc(C(=O)N(C)Cc2sccc2C)n(C)n1	12	-13	-3
32	CC1C(=O)N(c2cccc(C(F)(F)F)c2)CCN1C(=O)COc1ccc(Cl)cc1 (stereo unspecified)	-2	-2	2
33	C/C(=N/N=C(N)SC1CC(=O)N(c2ccccc2)C1=O)c1ccc(O)cc1 (stereo unspecified)	-7	-6	-3
34	CCOC(=O)Cc1csc(=Nc2ccc(C)cc2C)n1CCO	-10	-6	-4
35	CCOC(=O)c1nn(-c2ccccc2)c(=O)cc1OS(=O)(=O)c1cc(C)ccc1OC	-3	-4	-12
36	COc1cccc(/C=C/C(=O)NS(=O)(=O)c2ccc(C(N)=O)cc2)c1	13	8	8
37	CCc1ccc(C2CCC(C(=O)NCc3cccc(C(F)(F)F)c3)CN2C(C)=O)cc1 (stereo unspecified)	.	-4	-1
38	CCCc1nc(C)c(C(=O)N2c3ccccc3NC(=O)C2C)s1 (stereo unspecified)	-4	.	-5
39	CCc1nc(SCC(=O)NCc2ccco2)c2oc3ccccc3c2n1	8	-5	0
40	Cc1cccc(N(C)C(=O)c2cc(S(=O)(=O)N3CCCC3)c(C)o2)c1C	-7	-16	-7
41	Cc1sc2ncnc(Nc3cnn(CC(O)CN(C)C)c3)c2c1C (stereo unspecified)	-1	.	-11
42	Cc1cc(SCC(=O)c2cccc([N+](=O)[O-])c2)nc(=O)[nH]1	2	-8	-6
43	OCc1ccc(-c2nccn2-c2ccc3cn[nH]c3c2)o1	1	.	-5
44	CC1(C)CC(=O)C2=C(C1)OC(=N)C(C#N)C2c1cccc([N+](=O)[O-])c1 (stereo unspecified)	-6	-5	4
45	COC(=O)c1nnn(-c2ccc(OC)cc2)c1C(=O)OC	-1	-2	-3
46	O=C1N(Cc2cccnc2)C(=O)C2(CCN(Cc3cc4ccccc4o3)CC2)N1CCc1ccccc1	17	-15	-5
47	C=CCn1c(CN(C)CC2CCCCC2)nnc1SCC1CCCO1 (stereo unspecified)	18	.	-10
48	CNC(=O)CCN(C)C(=O)CCc1ccncc1	0	.	-18
49	CC(C)(C)CC(C)(C)Nc1c(-c2ccccc2OC(=O)c2ccc([N+](=O)[O-])cc2Cl)nc2ccccn12	.	-1	8
50	COc1cc(Cl)c(C)cc1-n1ccnc1-c1cccnc1	2	.	-1
51	COc1ccc(NC(=O)N(Cc2ccc(OC)c(OS(C)(=O)=O)c2)C(C)C)c(OC)c1	-4	0	3
52	O=C1CN(C(=O)c2cn(CCN3CCOCC3)nn2)CCN1Cc1cccc(F)c1	1	.	-4
53	CC(C)c1cc(N2CCNC(C(=O)N3CCCC3)C2)nc(C(F)(F)F)n1 (stereo unspecified)	5	.	-6
54	O=C(O)c1cc(-c2cccc3cccnc23)cc(S(=O)(=O)N2CCSCC2)c1	0	.	1
55	COc1ccc([C@H]2c3cc(OC)c(OC)cc3C[C@@H](C)[C@@H]2C)cc1OC	2	-5	-6
56	CN(Cc1cc(-c2ccccc2)n[nH]1)C(=O)c1cn(Cc2ccccc2Cl)nn1	6	.	-8
57	Cc1cccc(-n2nc3c(c2NC(=O)Cc2ccc([N+](=O)[O-])cc2)CS(=O)(=O)C3)c1	-4	-9	-9
58	COc1cc(OC)cc(C2=NC(=Cc3ccc(OC)c(OC)c3OC)C(=O)O2)c1	-3	.	8
59	COc1ccnc(N2CCN(C(=O)c3cn(-c4ccccc4)nn3)CC2)n1	1	2	1
60	O=S(=O)(c1cccc(Cl)c1)N(Cc1nnc(-c2ccc(Cl)cc2)o1)C1CC1	3	.	-7
61	CCOc1ccsc1C(=O)N1CCC2(CC1)NCC(=O)N2CC(=O)OC	2	.	-1
62	CCCSc1ncccc1C(=O)N1CCc2c([nH]c3ccc(OC)cc23)C1c1ccccc1OC (stereo unspecified)	19	-7	-3
63	COc1ccccc1N=C1N=C(Nc2ccccc2OC)c2ccccc21	0	.	-4
64	COc1cccc(COC(CN2CCN(S(=O)(=O)c3cc(Cl)sc3Cl)CC2)c2ccc(Cl)cc2)c1 (stereo unspecified)	.	-6	-5
65	O=C1NC(=O)C2C3C=CC(C3)C12 (stereo unspecified)	-22	.	0
66	Cc1ccc(OCC2c3ccsc3CCN2C(=O)CN(CC2CCCO2)C(=O)c2ccc(F)cc2)c(C)c1 (stereo unspecified)	-2	-6	-7
67	CCc1nc2c(c(=O)[nH]1)C1(CCCCC1)Cc1ccccc1-2	0	.	-8
68	COc1ccccc1Cn1ccn(Cc2cccc(F)c2)c(=O)c1=O	2	.	-4
69	CC(=O)Oc1ccccc1C(=O)N1CCC(n2c(=O)oc3c(C)cc(C)cc32)CC1	19	-7	-5
70	CCCCNC(=O)c1ccc(-c2ccc(S(C)(=O)=O)cc2)o1	5	.	-7
71	CC(=O)N(C)Cc1cc(C2=CCCN(C3C=CCCC3)C2)no1 (stereo unspecified)	5	.	-2
72	O=c1cc(O)c2sc3nc4c(c(C(F)(F)F)c3c2[nH]1)CCCCC4	3	.	-4

A draw from above in order of formula weight, ascending:
entry	compound	NPYLR7 ag	mcGAS inh	hcGAS lum
65	O=C1NC(=O)C2C3C=CC(C3)C12 (stereo unspecified)	-22	.	0
67	CCc1nc2c(c(=O)[nH]1)C1(CCCCC1)Cc1ccccc1-2	0	.	-8
71	CC(=O)N(C)Cc1cc(C2=CCCN(C3C=CCCC3)C2)no1 (stereo unspecified)	5	.	-2
72	O=c1cc(O)c2sc3nc4c(c(C(F)(F)F)c3c2[nH]1)CCCCC4	3	.	-4
61	CCOc1ccsc1C(=O)N1CCC2(CC1)NCC(=O)N2CC(=O)OC	2	.	-1
66	Cc1ccc(OCC2c3ccsc3CCN2C(=O)CN(CC2CCCO2)C(=O)c2ccc(F)cc2)c(C)c1 (stereo unspecified)	-2	-6	-7
64	COc1cccc(COC(CN2CCN(S(=O)(=O)c3cc(Cl)sc3Cl)CC2)c2ccc(Cl)cc2)c1 (stereo unspecified)	.	-6	-5

Copied from the list.
cpd 31 in mcGAS inh has -13
cpd 19 in NPYLR7 ag has 7
cpd 10 in mcGAS inh has -8
cpd 72 in NPYLR7 ag has 3
cpd 68 in NPYLR7 ag has 2

Additional structures
entry	compound	NPYLR7 ag	mcGAS inh	hcGAS lum
73	CC(Cc1cnccn1)Nc1nccc(CCC(F)(F)F)n1 (stereo unspecified)	24	.	-6
74	CC(C)c1cc(C(=O)N(C)Cc2cc(-c3cccs3)n[nH]2)n(C)n1	11	.	-6
75	COc1c(Cl)cc(NC(=O)C2CC(=O)N(C)C2)cc1Cl (stereo unspecified)	6&3	.	-6&-4
76	Cn1c(=NC(=O)C2=COCCO2)sc2c(Cl)ccc(Cl)c21	1	-2	8
77	CCCCN(CC(=O)N(CCc1c[nH]c2ccccc12)Cc1ccccc1)C(=O)C(C)Cl (stereo unspecified)	1	2	-5
78	O=C1NC2(CCN(C(=O)c3cccc(Br)c3)CC2)Nc2cc(Cl)ccc21	6	-7	-11
79	Cn1cc(-c2ccc(C(=O)N3CCCC(c4ccccc4)CC3)cn2)cn1 (stereo unspecified)	12	.	-2
80	CCc1c(C)nc(-c2ccc(C(F)(F)F)cc2)nc1N1CCNCC1	-5	.	-5
81	COc1ccc2oc(=Nc3ccccc3C)c(-c3nc4ccccc4[nH]3)cc2c1	2	-9	-5
82	CC1CCN(c2ccc(NC(=O)c3ccc4c(c3)OCO4)cc2C(=O)NC(C)c2ccccc2)CC1 (stereo unspecified)	-4	-6	-5
83	CCOc1ccc2oc(C)c(C(=O)N3CCC4(CC3)CNC(=O)C4)c2c1	-1	-3	-1
84	Cc1cc(-c2csc(-c3cccc(F)c3)n2)c(C)[nH]1	6	.	-9
